EPAC2 ag: qHTS for Agonist of cAMP-regulated guanine nucleotide exchange factor 4 (EPAC2): primary screen; Rap guanine nucleotide exchange factor 4 (Homo sapiens), Q8WZA2; EPAC2 activation, biochemical qHTS; response scale: 100% = 6.5 mM cAMP response; Potency, µM (top dose mostly 154 µM), without a hit: at the top dose activation, actives largely listed as activators; hit rate 0.079% among 360,000; further: nearly all actives have a fitted effect of over 50% in size
Target sequence (Q8WZA2 whole entry, looked up): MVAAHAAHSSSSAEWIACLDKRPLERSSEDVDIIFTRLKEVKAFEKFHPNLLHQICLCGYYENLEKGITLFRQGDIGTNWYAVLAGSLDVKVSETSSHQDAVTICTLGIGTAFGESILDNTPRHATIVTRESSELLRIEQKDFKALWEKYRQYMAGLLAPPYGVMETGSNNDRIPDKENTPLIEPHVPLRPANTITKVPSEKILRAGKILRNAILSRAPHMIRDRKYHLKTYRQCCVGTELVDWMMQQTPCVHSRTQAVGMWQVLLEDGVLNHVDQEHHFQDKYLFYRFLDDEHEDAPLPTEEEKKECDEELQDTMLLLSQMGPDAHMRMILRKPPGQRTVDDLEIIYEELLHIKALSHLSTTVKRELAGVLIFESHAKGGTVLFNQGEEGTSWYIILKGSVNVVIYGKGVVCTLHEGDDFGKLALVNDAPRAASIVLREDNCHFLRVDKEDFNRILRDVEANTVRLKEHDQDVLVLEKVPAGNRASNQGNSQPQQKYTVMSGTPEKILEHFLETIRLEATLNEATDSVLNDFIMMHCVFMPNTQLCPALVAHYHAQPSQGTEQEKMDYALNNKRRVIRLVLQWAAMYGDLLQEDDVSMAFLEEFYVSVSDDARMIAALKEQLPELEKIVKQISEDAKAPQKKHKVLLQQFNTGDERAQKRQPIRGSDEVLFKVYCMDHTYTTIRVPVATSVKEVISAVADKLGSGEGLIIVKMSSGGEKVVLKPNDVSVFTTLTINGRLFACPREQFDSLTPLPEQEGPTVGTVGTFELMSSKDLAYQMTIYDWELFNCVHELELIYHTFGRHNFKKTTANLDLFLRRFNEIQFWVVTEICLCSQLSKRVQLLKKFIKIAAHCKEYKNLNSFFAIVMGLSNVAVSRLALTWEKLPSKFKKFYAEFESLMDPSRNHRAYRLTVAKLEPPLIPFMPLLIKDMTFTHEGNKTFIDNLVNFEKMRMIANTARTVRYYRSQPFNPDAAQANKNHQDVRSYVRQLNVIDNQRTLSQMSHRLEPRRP
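Guanine nucleotide exchange by EPAC2 is measured as reduced fluorescence of BODIPY-GDP once it is released from 250 nM Rap1B. Plates are read kinetically for 30 min at room temperature; results are scaled to 6.5 mM cAMP.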
EPAC2 antag: qHTS for Antagonist of cAMP-regulated guanine nucleotide exchange factor 2 (EPAC2): primary screen | Rap guanine nucleotide exchange factor 4 (Homo sapiens), Q8WZA2 | EPAC2 GEF exchange of Rap1B-BODIPY-GDP, fluorescence | Potency, µM (titrated, usually from 114 µM), inactives show top-dose activity, negative = inhibition, actives largely listed as inhibitors | hit rate 0.18% among 360,000; further: on the % scale 0 is the no-effect control and ±100 the full control effect; nearly all actives have a fitted effect of over 45% in size; many of its hits are not listed in these tables
EPAC1 antagonist: qHTS for Antagonist of cAMP-regulated guanine nucleotide exchange factor 3 (EPAC1): primary screen; Rap guanine nucleotide exchange factor 3 (Homo sapiens), O95398; EPAC1 GEF assay, Rap1b-BODIPY-GDP exchange fluorescence; Potency, µM (highest dose often 115 µM), for the others: top-dose activity change, negative = inhibition, actives largely listed as inhibitors; hit rate 0.14% among 360,000; AID 720709, 2013;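 further: plate controls were vehicle for no effect and positive control for full effect; nearly all actives have a fitted effect of over 50% in size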
EPAC1 ag: qHTS for Agonist of cAMP-regulated guanine nucleotide exchange factor 3 (EPAC1): primary screen; Rap guanine nucleotide exchange factor 3 (Homo sapiens), O95398; EPAC1 agonist qHTS, biochemical assay; response scale: 100% = response to 6.5 mM cAMP; Potency, µM (highest dose often 154 µM), for inactives: top-dose activation, most hits filed as activators; hit rate 0.073% among 360,000; further: nearly all actives have a fitted effect of over 60% in size
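EPAC1 100 nM, Rap1B–BODIPY-GDP 250 nM, unlabeled GDP 50 uM; compound titration; 5 min RT; kinetic read ex480/em540 at 5-min intervals ×30 min; data normalized to 6.5 mM cAMP agonist control.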
PTHR1 agonist: qHTS for PTHR1 Agonists: Primary Screen; Parathyroid hormone/parathyroid hormone-related peptide receptor (Homo sapiens), Q03431; HEK293 GP2 PTHR1 cells, GloSensor cAMP luminescence, 1 h; Potency, µM (titrated, usually from 115 µM), inactives show at the top dose activation, actives largely listed as activators; hit rate 0.075% among 410,000; AID 743266, 2014; further: nearly all actives have a fitted effect of over 55% in size; some results filed as inactive show a strong effect at the top dose; inactives centre near -15; many of its hits are not listed in these tables
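HEK-293-derived GP2 cells expressing PTHR1 and a GloSensor cAMP reporter, 3,000/well, plated overnight, given luciferin plus IBMX (each 0.5 mM as added) for 1 h at 37 °C, then compound for 1 h at 37 °C. Luminescence was read after 15 min at room temperature.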
FUS yeast rescue: qHTS for Suppressors of FUS Proteinopathy: Primary screen using FUS-linked yeast assay; S. cerevisiae FUS-expressing, growth rescue, OD600, 24 h; Potency, µM (series often up to 76.6 µM), for the others: top-dose growth rescue (activation), actives largely listed as activators; hit rate 0.24% among 390,000; AID 1347120, 2019;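 further: plate controls were DMSO vehicle for no effect and reference control for full effect; nearly all actives have a fitted effect of over 55% in size; some results filed as inactive show a strong effect at the top dose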
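Absorbance at 600 nm, taken 24hr after compound addition, measured rescue of FUS-yeast growth at 30C. Induction used 2% galactose with seeding at OD 0.005. Controls: CP55940 from 92uM final, DMSO only.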
aSyn yeast inh: qHTS of alpha-syn Inhibitors. Yeast expressing alpha-synuclein, growth rescue, BacTiter-Glo, 24 h. Potency, µM (titrated, usually from 46.1 µM), for the others: at the highest dose growth rescue (activation), actives largely listed as activators. AID 652106, 2013. hit rate 0.14% among 370,000; further: % of control where 0% means no effect; nearly all actives have a fitted effect of over 65% in size
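Readout is rescue of growth in alpha-synuclein-expressing yeast, so inhibitors of toxicity appear as activators. Growth after 24 hr at 30 deg C in galactose medium is quantified by luminescence.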
TDP-43 yeast inh: qHTS of TDP-43 Inhibitors; TDP-43 expressing yeast growth rescue, BacTiter-Glo, 24 h; Potency, µM (titrated, usually from 46.1 µM), without a hit: top-dose growth rescue (activation), actives largely listed as activators; hit rate 1.8% among 410,000; AID 652104, 2013; further: % of control where 0% means no effect; nearly all actives have a fitted effect of over 50% in size
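In this qHTS, compounds that restore growth of yeast expressing TDP-43 appear as activators. Cells (OD600=0.02, galactose medium, raffinose-pregrown) are incubated with compound 24 hr at 30 deg C and growth is quantified by BacTiter-Glo.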
Active calls of the source: *; i = inactive; ? = inconclusive; nt = not tested or not shown; [ ] = dose if it differs, or a comment. The call rests on the fitted dose curve; in most records, active means well fitted curve in the direction sought with a large enough effect; inconclusive means small, poorly fitted or top-dose-only effect, or another doubt; inactive means no such curve, though single readings can be large; an effect the other way counts as inactive or inconclusive. Potency means the concentration at half of the fitted maximal effect. An excerpt. The share of hits here may be higher or lower than overall.

SMILES | EPAC2 ag | EPAC2 antag | EPAC1 antagonist | EPAC1 ag | PTHR1 agonist | FUS yeast rescue | aSyn yeast inh | TDP-43 yeast inh
CCc1cc2c(=O)c(-c3ccc4c(c3)OCCO4)coc2cc1OS(C)(=O)=O | 4% | -18% | -41% | 2% | -82%[inhibitor] | 22% | -1% | 0%
O=C(NNS(=O)(=O)c1ccc(Br)cc1)c1cccs1 | 3% | 7% | 14% | 2% | i | -9% | 4% | -1%
CCCCNCC1CCCO1 (centres undefined) | 5% | 1% | -9% | 0% | -13% | -8% | 2% | -12%
O=[N+]([O-])c1cc(C(F)(F)F)ccc1N1CCN(S(=O)(=O)c2ccc3c(c2)CCCC3)CC1 | 7% | -1% | -2% | 2% | -24% | nt | 2% | 4%
CCOc1ccc(OCCCC(=O)NCCOc2ccccc2OC)cc1 | 6% | -6% | -14% | -4% | i | 9% | 14% | 5%
OCCC1CN(Cc2cnc(-c3ccccc3)s2)CCN1CCc1ccccc1 (centres undefined) | 12% | -10% | -26% | -2% | -28% | -18% | 1% | -10%
O=C(O)CCc1nn2cc(-c3ccccc3)nc2[nH]c1=O | 7% | 11% | 3% | -4% | -10%[57.5 µM] | 14% | -11% | -3%
O=C(c1cc(S(=O)(=O)N2CCOCC2)c(Cl)cc1Cl)N1CCCC1 | 3% | 18% | 1% | -10% | i | 8% | -3% | 3%
Cc1cc2nc(SCCN3CCOCC3)[nH]c2cc1C | 0%[15.6 µM] | 9% | -5% | -4% | i | -3% | 0% | -1%
CC1CN(S(=O)(=O)c2ccc(C(=O)N(C)C3CCCCC3)cc2)CC(C)O1 (centres undefined) | 8% | 1% | -11% | 0% | i | 18% | 9% | 0%
O=C(NC1CCC(=O)N(CCSc2ccccc2)CC1)OCc1ccccc1 (centres undefined) | 6% | -8% | -6% | -10% | -36%[inhibitor] | 26% | 0% | 5%
CCCCN(CCCC)CCCNC(=O)CN1C(=O)COc2ccc(S(=O)(=O)N3CCC(C)CC3)cc21 | -2% | 2% | 0% | 4% | i | 2% | -8% | -1%
COc1ccc(-c2noc(-c3cccnc3)n2)cc1OC | 1% | -11% | -22% | 3% | i | 9% | 9% | 16%
C=CCOc1cccc(C(=O)N(C)C2CCCN(Cc3ccccc3F)C2)c1 (centres undefined) | 6% | -16% | -6% | -7% | -39%[inhibitor] | -6% | 2% | 27%
CCS(=O)(=O)N1CCN=C1SCc1cccnc1 | 2% | 3% | -14% | 6% | i | -30% | -1% | 17%
CCOc1c(Cl)cc(C(=O)NCCN2CCCCC2)cc1Cl | 0% | -3% | -1% | -5% | -24% | 6% | 1% | -12%
O=c1c2cc3c(nc2[nH]c(=S)n1-c1ccccc1)CCCC3 | 1% | 2% | 12% | -4% | -5% | 9% | 2% | -7%[1.82 µM]
O=C(NN=C1CCCC1)NC1CCCCC1 | 3% | 6% | -25% | 0% | i | 15% | 1% | 7%
CCOC(=O)N1CC=C2C(C#N)=C(N)C(C#N)(C#N)[C@H](c3ccc(OCC)c(OCC)c3)[C@H]2C1 | 6% | -11% | -11% | 10% | -3%[57.5 µM] | 40% | -7% | -13%
C[C@H](NC(=O)c1nc[nH]c1C(=O)N[C@@H](CCCCNC(=O)OC(C)(C)C)C(=O)OC(C)(C)C)C(=O)OC(C)(C)C | -13% | ? | -25% | -29% | i | ? | -7% | 4%
O=C(CN1CCN(c2ccc(F)cc2)CC1)N1CCOCC1 | 9% | -1% | -5% | -2% | -7%[57.5 µM] | -5% | 0% | 11%
COc1ccc(C(=O)O/N=C(\N)c2ccccn2)cc1 | 3% | -1% | -6% | -14% | -40% | 5% | -53%[inhibitor] | -1%
CC(C)(CN1CCCN(CC(C)(C)C(=O)O)C1=O)C(=O)O | 1% | 1% | -2% | -5% | i | -15% | -2% | 24%
CC1CCCCN1CCNC(=O)c1ccc2c(c1)N(Cc1ccccc1F)C(=O)c1ccccc1S2=O (centres undefined) | 8% | -1% | -12% | 7% | 7% | 17% | -6% | -17%
O=C(CSc1nnnn1-c1ccccc1F)NNC(=O)c1ccco1 | 12% | -3% | -22% | -2% | -20% | -22% | -6% | -13%
Following part.
SMILES | EPAC2 ag | EPAC2 antag | EPAC1 antagonist | EPAC1 ag | PTHR1 agonist | FUS yeast rescue | aSyn yeast inh | TDP-43 yeast inh
O=C(CN=C1NC(=O)C(c2ccccc2)(c2ccccc2)N1)NCc1ccc(F)cc1 | 1% | 1% | -20% | 2% | 14% | nt | 11% | 12%
Cc1cc(C(=O)NCCCC(=O)O)c(C)o1 | 8% | 11% | 11% | -6% | -32%[inhibitor] | -1% | nt | -8%
Cc1ccc2c(c1)sc1nc(=O)ccn12 | 8% | 3% | 0% | 3% | i | -13% | 1% | -9%
O=C(CSc1nc2ccccc2[nH]1)NC1CCCc2ccccc21 (centres undefined) | -5% | -4% | -7% | -10% | -26% | ? | 4% | -22%
CC(C)NC(=O)c1onc(CSc2cccc(F)c2)c1C(=O)O | 4% | 12% | -3% | -10% | -16% | -21% | -13% | 14%
COc1ccc(CNC(=O)[C@@H](C)NC(=O)[C@@H]2Cc3ccccc3CN2)cc1 | -2% | -6% | 5% | -22% | -24% | -12% | 2% | -7%
O=C(CN1CCN(S(=O)(=O)c2ccc(F)cc2)CC1)Nc1cccc(C(F)(F)F)c1 | -4% | -19% | -25% | -13% | -24% | nt | 0% | 3%
CCN1C(=O)[C@@H]2[C@@H](c3ccc(-c4ccc(Cl)c(Cl)c4)c(OC)c3)N3CCC[C@@]3(C(=O)OC)[C@@H]2C1=O | 5% | -4% | 0% | 6% | -13% | ? | 6% | ?
CC(C)(C)n1ncc2c(=O)n(CC(=O)N3CCc4ccccc43)cnc21 | -8% | 0% | 0% | 3% | i | -13% | 2% | -15%
N#CC1=C(N)C(C#N)(C#N)[C@H](c2c(F)cccc2F)[C@H]2CC3(CC=C12)OCCO3 | -27% | -19% | -3% | 5% | ? | 23% | -7% | -9%
COc1ccc2oc3ccc(OC)cc3c(=O)c2c1 | -7% | 5% | 12% | 4% | -23% | 6% | 19% | ?
Cc1ccccc1CNC(=O)C(=O)NCC1OCCCN1S(=O)(=O)c1ccc(F)cc1C (centres undefined) | 1% | 6% | -9% | 6% | -31%[inhibitor] | 28% | 3% | 9%
COc1ccc(S(=O)(=O)Cc2ccc(C(=O)N3CCN(c4ccccc4F)CC3)o2)cc1 | 0% | ? | 1% | -8% | i | ? | 0% | ?
Cc1cc(NS(=O)(=O)c2ccc(NC(=O)C(C)Oc3ccc(Cl)cc3)cc2)no1 (centres undefined) | 1% | 2% | -1% | 7% | -6%[57.5 µM] | ? | 12% | -12%
CCOC(=O)c1c(-c2ccc(C)cc2)csc1/N=C/N(C)C | -1% | -19% | -20% | -7% | i | 9% | -2% | ?
Cc1cc2c(NC3CCCCC3)ncnc2s1 | 2% | 7% | ? | 17% | -22% | 9% | -11% | 11µM*
O=C(O)c1ccc(S(=O)(=O)N2CCC3(CC2)CC(=O)c2ccccc2O3)cc1 | 0% | -5% | 9% | 7% | i | 0% | 0% | 10%
O=C(COc1ccccc1)Nc1ccc(NC(=O)c2ccco2)cc1 | 0% | 0% | -8% | -13% | -18% | -16% | 5% | 23%
CCOc1ccc(CN2CCN(Cc3cccc4nonc34)CC2CCO)cc1 (centres undefined) | 5% | 3% | -14% | 7% | i | 13% | 2% | 5%
COc1cnn(-c2ccc(F)cc2)c(=O)c1Br | 4% | -4% | -12% | 8% | -20% | -25% | -4% | 12%
CC1CCC2(CC1)NC(=O)N(CC(=O)Nc1cc(S(=O)(=O)N3CCCC3)ccc1Cl)C2=O (centres undefined) | 4% | -1% | -9% | 5% | -22% | 3% | -5% | -14%
COc1cccc(/C=C/C(=O)OCC(=O)NCc2ccc(Cl)cc2)c1 | -2% | -24% | -17% | -1% | i | -7% | 2% | -7%
Cc1cc(=O)n(C)c(=O)n1CCCCCCN1CCCC1 | 11% | -2% | 7% | 5% | i | 10% | -1% | -7%
Cc1cccc(N2CCN(Cc3cc(=O)n4ccsc4n3)CC2)c1C | -16% | 7% | 10% | 8% | i | 7% | -4% | -8%
CN(CC(=O)NCc1cccnc1)S(=O)(=O)c1ccccc1 | 5% | 7% | 10% | 7% | i | -4% | 2% | -4%
CN(CC1COc2ccccc2O1)C(=O)c1cccc(S(=O)(=O)N2CCCC2)c1 (centres undefined) | -1% | -5% | -8% | -3% | -72%[inhibitor] | nt | 9% | 14%
CCSc1nnc(NC(=O)c2cc(-c3ccccc3O)n[nH]2)s1 | 0% | 3% | 1% | -5% | -9% | 17% | 0% | 3%
CCOC(=O)c1c(NC(=O)C2COc3ccccc3O2)sc(C)c1C (centres undefined) | 1% | ? | -9% | 14% | -21%[57.5 µM] | 5% | 8% | 6%
CCOC(=O)c1sc(NC(=O)CC)nc1C | 7% | 0% | 3% | 0% | i | 12% | -4% | 6%

Record cards (already shown). Order of values: EPAC2 ag	EPAC2 antag	EPAC1 antagonist	EPAC1 ag	PTHR1 agonist	FUS yeast rescue	aSyn yeast inh	TDP-43 yeast inh
Entry for CCOc1ccc(OCCCC(=O)NCCOc2ccccc2OC)cc1 : 6%	-6%	-14%	-4%	i	9%	14%	5%
Entry for CN(CC(=O)NCc1cccnc1)S(=O)(=O)c1ccccc1 : 5%	7%	10%	7%	i	-4%	2%	-4%

Just EPAC1 antagonist, for some of the entries so far:
| canonical_smiles | EPAC1 antagonist |
| --- | --- |
| CCSc1nnc(NC(=O)c2cc(-c3ccccc3O)n[nH]2)s1 | 1% |
| CCOC(=O)c1c(NC(=O)C2COc3ccccc3O2)sc(C)c1C (centres undefined) | -9% |
| CCOC(=O)c1sc(NC(=O)CC)nc1C | 3% |

Compound activity deposited in PubChem by National Center for Advancing Translational Sciences (NCATS).
